USP2a block: qHTS Assay for Inhibitors of Ubiquitin-specific Protease USP2a Using CHOP2 as the Reporter; 330,000 compounds, 0.01% hits; Potency, µM (titrated, usually from 38.3 µM), without a hit: at the highest dose activity change, negative = inhibition, most hits filed as inhibitors; AID 463254, 2010; Ubiquitin carboxyl-terminal hydrolase 2 (Homo sapiens), O75604; USP2 core, Ub-CHOP2 coupled fluorogenic reporter, 485/531;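 note: potency is the fitted concentration of half-maximal effect; plate controls were DMSO wells for no effect and full inhibition by NEM control for full effect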
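Deubiquitinase activity read as fluorescence (485/531 nm) after Ub-CHOP2 cleavage activates the enterokinase reporter on its substrate; USP2 core 10nM, Ub-CHOP2 and substrate 25nM each, 30min compound preincubation then 60min RT; data normalized to NEM, curves fitted.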
Chronic BCR inh: qHTS Assay to Find Inhibitors of Chronic Active B-Cell Receptor Signaling; ABC-DLBCL IkBa-CBG/CBR reporter, luminescence ratio, 4 h; Potency, µM (doses to about 46.1 µM), without a hit: at the highest dose ratio change, negative = lower green/red ratio, usual class: inhibitors; 340,000 compounds, 0.05% hits; AID 493014, 2011; active = well fitted inhibition curve with a large enough effect in the signal ratio, with a control signal flat, not every such curve was filed as active; inconclusive = small, poorly fitted or top-dose-only effect, or effect the other way, or a change in a side signal; the % refers to the signal ratio;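 note: potency is the fitted concentration of half-maximal effect; plate controls were basal doxycycline-induced cells for no effect and cells given 10 µM MG132 for full effect; MG132 reads +100%, hits lower the ratio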
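TMD8 human ABC-DLBCL cells with doxycycline-inducible IκBα–green luciferase fusion and unfused red luciferase, in 0.5% FBS medium; compounds up to 46 uM, 4 h at 37C. Green/red luminescence ratio, filter-overlap corrected, fitted to concentration-response curves.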
MBNL1 CUG block: qHTS Assay for Inhibitors of MBNL1-poly(CUG) RNA binding; Muscleblind-like protein 1 (Homo sapiens), Q9NR56; Potency, µM (highest dose often 57.5 µM), without a hit: at the top dose activity change, negative = inhibition, hits mostly inhibitors; AID 2675, 2010; TR-FRET MBNL1-His/biotin-(CUG)12 binding, 665/545 ratio; 280,000 compounds, 0.036% hits; active = well fitted inhibition curve with a large enough effect in the signal ratio, with a control signal flat, not every such curve was filed as active; inconclusive = small, poorly fitted or top-dose-only effect, or effect the other way, or a change in a side signal; inactive = no such curve, though single readings can be large or run the other way; the % refers to the signal ratio; note: potency is the fitted concentration of half-maximal effect; % is set by controls: 0 for no effect and ±100 for the full control effect
Target sequence (Q9NR56 whole entry, looked up): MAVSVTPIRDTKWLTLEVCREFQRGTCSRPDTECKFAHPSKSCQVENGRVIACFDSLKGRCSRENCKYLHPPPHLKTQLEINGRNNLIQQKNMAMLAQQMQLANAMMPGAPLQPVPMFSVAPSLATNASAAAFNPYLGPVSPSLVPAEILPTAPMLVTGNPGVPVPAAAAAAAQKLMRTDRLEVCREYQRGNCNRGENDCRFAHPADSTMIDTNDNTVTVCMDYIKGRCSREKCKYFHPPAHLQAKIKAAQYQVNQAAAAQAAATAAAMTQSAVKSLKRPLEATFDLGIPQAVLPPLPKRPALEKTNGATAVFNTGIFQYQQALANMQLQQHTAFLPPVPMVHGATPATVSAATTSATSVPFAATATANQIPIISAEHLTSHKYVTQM
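TR-FRET between His-tagged MBNL1 and biotin-(CUG)12 RNA, detected with Tb anti-His antibody (0.055 ng/ul) and streptavidin-XL665 (5 nM), 60 min at room temperature. Compounds titrated 92 nM to 58 uM; 665/545 nm ratio normalized to buffer and complex controls.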
GALK inhibitor: qHTS Assay for Inhibitors of Human Galactokinase (GALK); P51570; Purified GALK, Kinase-Glo residual ATP luminescence; Potency, µM (top dose mostly 57.5 µM), for inactives: top-dose activity change, negative = inhibition, actives largely listed as inhibitors; 270,000 compounds, 0.007% hits; note: potency is the fitted concentration of half-maximal effect; % is set by controls: 0 for no effect and ±100 for the full control effect
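Compounds were pin-transferred into ATP buffer (35 uM final), then GALK plus galactose (5 nM, 100 uM final) was added. After 1 h at room temperature, Kinase-Glo Plus was added and luminescence read after 10 min.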
Eya2 phos inh: qHTS Assay for Inhibitors of the Phosphatase Activity of Eya2; Protein phosphatase EYA2 (Homo sapiens), O00167; recombinant Eya2, OMFP fluorescence dephosphorylation (OMFP is methylfluorescein phosphate); Potency, µM (titrated, usually from 76.9 µM), for inactives: at the highest dose activity, negative = inhibition, most hits filed as inhibitors; 330,000 compounds, 0.006% hits; note: potency is the fitted concentration of half-maximal effect; % is set by controls: 0 for no effect and ±100 for the full control effect
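Eya2 protein (added as 0.2 uM solution) was preincubated with compound for 10 min at ambient temperature in 50 mM HEPES pH 7.5, 50 mM NaCl, 5 uM MgCl2, 0.05% BSA, 1 mM DTT. OMFP (added at 50 uM) then reacted 10 min; fluorescence read at 485/525 nm.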
TSHR antagonist: Antagonists of the Thyroid Stimulating Hormone Receptor: HTS campaign; Thyrotropin receptor (Homo sapiens), P16473; TSHR-expressing cells, TSH-stimulated cAMP HTRF, 2 h; active compounds read low; activity change, negative = inhibition, % at 11.5 µM; 330,000 compounds, 0.2% hits; AID 504810, 2011;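 active = activity change below a set negative limit, meaning inhibition stronger than a set level, cut at about -70% in these data; inconclusive = activity change between two set negative limits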; note: % is set by controls: 0 for no effect and ±100 for the full control effect
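TSHR-expressing cells, 200/well, pre-treated with compound, then stimulated with EC80 TSH (4nM final) for 2 hours at 37 deg C. cAMP measured by competitive HTRF: anti-cAMP cryptate antibody in lysis buffer plus cAMP-d2, read after 30 minutes at room temperature.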
PKM2 activator: qHTS Assay for Activators of Human Muscle isoform 2 Pyruvate Kinase; AID 1631, 2009; purified PKM2, Kinase-Glo ATP luminescence, activation; response scale: 0% is enzyme alone, no compound; 260,000 compounds, 0.34% hits; Pyruvate kinase PKM (Homo sapiens), P14618; Potency, µM (doses to about 57.5 µM), for the others: at the highest dose activation, hits mostly activators; note: potency is the fitted concentration of half-maximal effect; % is set by controls: 0 for no effect and ±100 for the full control effect; nearly all actives have a fitted effect of over 55% in size
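ATP formation by purified human PK-M2, quantified via coupled luciferase luminescence after 1 h at room temperature with 0.1 mM ADP and 0.5 mM PEP final.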
KCNH2 WT inh: qHTS for Inhibitors of KCHN2 3.1: Wildtype qHTS | Voltage-gated inwardly rectifying potassium channel KCNH2 (Homo sapiens), Q12809 | U2OS, BacMam KCNH2, thallium flux FluxOr; active compounds read low | activity change, % at 1.84 µM | 340,000 compounds, 0.37% hits | AID 720551, 2013;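 active = maximum activity change below -70%; inconclusive = maximum activity change between -70% and -50%; inactive = maximum activity change above -50%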; note: % is set by controls: 0 for no effect and ±100 for the full control effect
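U2OS cells were transduced with wild-type KCNH2 virus (2.03 x 10^8 / mL) for 4 h at room temperature, then cultured overnight at 37 C. Thallium flux was read with FluxOr dye. Rate constants were normalized to DMSO controls.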
Mito fusion act: qHTS Assay for Small Molecule Inhibitors of Mitochondrial Division or Activators of Mitochondrial Fusion | AID 485298, 2010 | 320,000 compounds, 0.23% hits | Potency, µM (top dose mostly 46.1 µM), for inactives: at the highest dose growth rescue (activation), hits mostly activators | S. cerevisiae fusion-defective mutant growth rescue, CellTiterGlo 48 h;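 note: potency is the fitted concentration of half-maximal effect; % of control where 0% means no effect; nearly all actives have a fitted effect of over 45% in size; temperature-sensitive fusion mutants such as fzo1-1 at 37 °C on non-fermentable ethanol glycerol medium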
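Yeast fusion mutant, YPEG (non-fermentable carbon), compound, 48 h at 37C non-permissive; CellTiterGlo added, 10 min RT, luminescence read. Rescued growth = division inhibition.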
Menin-MLL TR inh: qHTS Assay for Inhibitors Targeting the Menin-MLL Interaction in MLL Related Leukemias: Competition With Texas Red Labeled MLL-derived Mutant Peptide; 270,000 compounds, 0.23% hits; Menin + Texas Red MLL mutant peptide, fluorescence polarization; O00255; Potency, µM (top dose mostly 61.6 µM), without a hit: at the top dose FP activity change, negative = inhibition, actives largely listed as inhibitors; AID 1768, 2009; active = well fitted inhibition curve with a large enough effect in the polarisation, with a control signal flat, not every such curve was filed as active; inconclusive = small, poorly fitted or top-dose-only effect, or effect the other way, or a change in a side signal; inactive = no such curve, though single readings can be large or run the other way; the % refers to the polarisation; note: potency is the fitted concentration of half-maximal effect; % of control where 0% means no effect; many of its hits are not listed in these tables
ASM inhibitor: Inhibitors of Secretory Acid Sphingomyelinase (S-ASM): qHTS; Potency, µM (highest dose often 57.5 µM), without a hit: at the highest dose activity change, negative = inhibition, actives largely listed as inhibitors; placental ASM, HMU-PC fluorogenic substrate, 60 min; AID 504937, 2011; Sphingomyelin phosphodiesterase (Homo sapiens), P17405; 340,000 compounds, 0.006% hits; note: potency is the fitted concentration of half-maximal effect
Target sequence (P17405 47-631 limits assumed): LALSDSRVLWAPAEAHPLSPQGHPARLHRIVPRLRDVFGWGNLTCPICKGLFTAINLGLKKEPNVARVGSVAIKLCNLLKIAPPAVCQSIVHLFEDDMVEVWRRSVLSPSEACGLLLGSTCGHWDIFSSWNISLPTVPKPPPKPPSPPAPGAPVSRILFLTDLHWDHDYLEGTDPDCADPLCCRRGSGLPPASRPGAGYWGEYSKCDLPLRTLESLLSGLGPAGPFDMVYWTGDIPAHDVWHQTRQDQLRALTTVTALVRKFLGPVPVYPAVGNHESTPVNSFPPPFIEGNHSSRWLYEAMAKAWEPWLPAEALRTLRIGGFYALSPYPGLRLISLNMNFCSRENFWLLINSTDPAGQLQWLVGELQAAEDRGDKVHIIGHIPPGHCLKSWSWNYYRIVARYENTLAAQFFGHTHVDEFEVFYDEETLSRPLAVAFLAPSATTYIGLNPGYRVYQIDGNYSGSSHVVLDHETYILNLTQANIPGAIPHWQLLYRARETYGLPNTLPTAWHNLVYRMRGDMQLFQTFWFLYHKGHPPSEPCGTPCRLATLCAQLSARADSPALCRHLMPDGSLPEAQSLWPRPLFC
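Fluorogenic HMU-PC substrate (9 uM final) is turned over by placental ASM in 60 min at 37 C after a 10 min compound preincubation. Reaction ended by alkaline stop (pH 10), with fluorescence read at 386/447 nm.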
Numbers without * were called inactive; ? = inconclusive; nt = no result given; & = joins results of further samples. Unless noted, calls come from the whole dose curve; as a rule, active = well fitted curve in the direction sought with a large enough effect; inconclusive = small, poorly fitted or top-dose-only effect, or another doubt; inactive = no such curve, though single readings can be large; an effect the other way counts as inactive or inconclusive.

SMILES	USP2a block	Chronic BCR inh	MBNL1 CUG block	GALK inhibitor	Eya2 phos inh	TSHR antagonist	PKM2 activator	KCNH2 WT inh	Mito fusion act	Menin-MLL TR inh	ASM inhibitor
CCCC(=O)Nc1c(-c2ccccc2)c(=O)c(C)nn1-c1ccc(C)cc1	23%	-1%	4%	-1%	11%	-4	-3%	-5	3%	nt	3%
Cc1cc(C)c(OCCNC(=O)c2ccccc2Sc2ccccc2C#N)c(C)c1	-1%	-6%	nt	1%	-1%	-21	9%	4	12%	21%	-3%
CCN1CCSc2ccc(C(=O)NCc3ccccc3F)cc21	-5%	?	24%	nt	1%	28	-1%	-1	1%	-16%	nt
COc1ccccc1NC(=O)c1cc[n+]([O-])cc1	1%	3%	1%	3%	8%	3	2%	3	-3%	-22%	-3%
Cc1c(Cl)cccc1NC(=O)CCC(=O)NNC(=O)c1ccco1	4%	-1%	-9%	0%	8%	-4	3%	6	-1%	0%	5%
Cc1ccc2c(c1C)NC(C(=O)O)C1CC=CC21 (stereo not drawn)	-3%&-1%	?	9%&14%	2%&-3%	-1%&4%	5&-6	-8%&1%	3	3%&-6%	?	-15%
CCn1cc(S(=O)(=O)Nc2cc(F)ccc2C)cn1	2%	-4%	2%	-1%	10%	8	10%	24	-1%	10%	1%
O=C(c1ccc([N+](=O)[O-])s1)N1CCN(c2cccc(Cl)c2)CC1	0%	19%	?	0%	7%	-8	-1%	22	17%	-8%	-2%
COc1ccc(-c2ccc3c(c2)S(=O)(=O)c2cccc(C(=O)NCc4ccccc4Cl)c2C3=O)cc1OC	-1%	?	nt	nt	-17%	10	nt	-6	-3%	nt	-1%
O=C(Cc1ncc(C(F)(F)F)cc1Cl)NCc1cccnc1	0%	1%	6%	-1%	10%	-2	nt	2	-18%	-1%	8%
Cc1ccc2nc(NC(=O)COC(=O)c3ccc(Br)o3)sc2c1	-26%	?	4%	-2%	-10%	18	1%	-3	0%	?	0%
CCCCNS(=O)(=O)c1ccc(OC)cc1	0%	1%	14%	4%	-5%	4	-6%	-3	-7%	-3%	2%
CC(C)(Cc1ccc(O)cc1)NC(=O)CC(=O)N/N=C/c1ccc([N+](=O)[O-])cc1	-1%	1%	?	3%	0%	6	-12%	-1	-5%	-20%	-5%
O=c1c(C/C=C/c2ccccc2)c(O)ccn1Cc1cccc(Cl)c1	4%	21%	7%	5%	-4%	-10	0%	21	9%	-16%	1%
O=C(c1cccs1)N1CCN(C(=O)c2ccco2)c2ccccc2C1	6%	1%	9%	-2%	5%	-4	0%	-7	5%	-8%	1%
CCOC(OCC)P(=O)(c1ccccc1)c1ccccc1	2%	1%	-4%	3%	5%	nt	-11%	2	2%	-9%	-1%
NC(=O)CC(NC(=O)Cc1cccc2ccccc12)c1ccc(N2CCC(N3CCCCC3)CC2)c([N+](=O)[O-])c1 (stereo not drawn)	2%	9%	?	nt	-2%	3	1%	0	-1%	-20%	-1%
Cc1ccnc(Cc2ccccc2)n1	-1%	-1%	-6%	2%	-12%	14	nt	-7	2%	17%	1%
CCCCCCS(=O)Cc1ccccc1 (stereo not drawn)	-1%	?	-3%	1%	9%	7	?	-1	0%	-17%	8%
CCCC(=O)N/N=C1\CS(=O)(=O)N(C)c2ccsc21	-1%	-7%	?	5%	-20%	23	1%	-13	8%	-18%	1%
CCCCCCCNC(=O)C1(CC2CC(c3cccc(Br)c3)=NO2)CCN(C(=O)Cc2ccc(F)cc2)CC1 (stereo not drawn)	2%	-5%	nt	nt	-18%	0	nt	-34	26%	nt	-6%
O=[N+]([O-])c1ccc(N2CCCC2)cc1NCc1ccccc1	2%	0%	6%	1%	?	-5	1%	1	-1%	2%	-16%
c1ccc(-c2nn[nH]n2)cc1	6%	0%	1%	-3%	3%	-2	3%	-4	-2%	nt	8%
CS(=O)(=O)N(CC(=O)NCCSCc1ccccc1Cl)c1ccccc1F	-2%	-6%	3%	1%	3%	0	0%	-5	2%	-3%	2%
N#C/C(=C\c1ccc(N2CCOCC2)o1)C(=O)NCC1CCCO1 (stereo not drawn)	0%	-2%	-11%	0%	-10%	-20	-4%	-4	15%	-11%	-23%

Quoted from the listing.
TSHR antagonist with `O=[N+]([O-])c1ccc(N2CCCC2)cc1NCc1ccccc1` stands at -5
KCNH2 WT inh with `CCn1cc(S(=O)(=O)Nc2cc(F)ccc2C)cn1` stands at 24

Further compounds
SMILES	USP2a block	Chronic BCR inh	MBNL1 CUG block	GALK inhibitor	Eya2 phos inh	TSHR antagonist	PKM2 activator	KCNH2 WT inh	Mito fusion act	Menin-MLL TR inh	ASM inhibitor
COc1ccc(/C=N/NC(=O)c2ccn[nH]2)cc1CN1CCOCC1	1%	?	-8%	10%	-23%	2	4%	0	-3%	nt	1%
COc1cc(NS(=O)(=O)c2ccc(F)cc2)c(OC)cc1NC(C)=O	2%	3%	-11%	8%	-5%	12	-1%	4	1%	-3%	-1%
O=C(C1=NN(c2ccccc2)C2C(=O)N(c3ccccc3Cl)C(=O)C12)c1ccccc1 (stereo not drawn)	13%	2%	13%	0%	17%	43	11%	-9	-18%	-12%	-1%
COc1ccc(NC(=O)Nc2ccc3c(c2)C(=O)N([C@H](C)CO)C[C@H](C)[C@@H](CN(C)C(=O)NC2CCCCC2)O3)cc1	-4%	-2%	nt	nt	-18%	18	nt	-4	nt	nt	-7%
N#CC1=C(N)Oc2c(ccc3cccnc23)C1c1cccnc1 (stereo not drawn)	-1%	?	?	0%	-9%	9	0%	-1	0%	15%	3%
COCc1cc(=O)[nH]c(/N=C(\N)Nc2ccccc2C)n1	4%	19%	2%	0%	5%	-7	9%	22	0%	-3%	2%
CCC(C)[C@H](NC(=O)Nc1cccc(Br)c1)C(=O)OC (stereo partly drawn)	-1%	5%	1%	-1%	-1%	0	-1%	-3	-16%	-20%	0%
CCc1cccc(CC)c1-n1c(SCC(=O)N2CCc3ccccc3C2)nnc1-c1cccnc1	-1%	-3%	nt	0%	-5%	-14	-1%	-14	20%	-16%	11%
CC(C)NC(=O)CN1C(=O)C(=O)c2ccccc21	-1%	0%	-10%	1%	3%	-13	-2%	6	-5%	?	0%
CC(NC(=O)c1cc(Br)ccc1Br)c1ccccc1 (stereo not drawn)	2%	-14%	3%	-2%	-13%	-7	0%	nt	0%	3%	nt
CN1CCN(c2nc(Nc3ccccc3)nc(N)c2[N+](=O)[O-])CC1	-2%	-10%	-1%	0%	8%	-6	-25%	7	-5%	nt	-5%
Cc1cccc(C)c1NC(=O)C(c1ccccc1)N1CCN(C(=O)c2ccco2)CC1 (stereo not drawn)	-4%	-1%	-17%	nt	3%	7	-3%	-9	-2%	0%	0%

Not all compounds are listed (hit frequency here may not be typical).
